TrxR1 inh – qHTS Assay for Inhibitors of Mammalian Selenoprotein Thioredoxin Reductase 1 (TrxR1): qHTS | Thioredoxin reductase 1, cytoplasmic (Rattus norvegicus), O89049 | recombinant rTrxR1, NADPH fluorescence consumption, selenite substrate | Potency, µM (highest dose often 114 µM), without a hit: at the top dose activity change, negative = inhibition, most hits filed as inhibitors | actives 1% (n = 390,000) | AID 588453, 2011; also: % is scaled to controls: 0 for no effect and ±100 for the full control effect; nearly all actives have a fitted effect of over 65% in size
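Rat TrxR1 (90 nM in the dispensed reagent) was pre-reduced with 400 uM NADPH for 5 min at room temperature, then incubated with compound for 15 min. After 400 uM selenite was added, NADPH fluorescence (Ex 340/Em 450 nm) was followed for 8 min.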
PGK inhibitor – qHTS Assay to Find Inhibitors of Phosphoglycerate Kinase | actives 0.043% (n = 380,000) | PGK/GAPDH coupled, Kinase-Glo luminescence, 60 min | Potency, µM (highest dose often 57.5 µM), inactives show at the top dose activity change, negative = inhibition, hits mostly inhibitors | AID 602233, 2012; also: % is scaled to controls: 0 for no effect and ±100 for the full control effect; nearly all actives have a fitted effect of over 60% in size
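Luminescent ATP detection (Kinase-Glo Plus) follows a 60-minute room-temperature incubation, with wells lacking PGK as controls. Buffer: 100 mM TEA (pH 7.6), 5 mM MgCl2, 0.01% Tween-20. Coupling enzyme GAPDH (100 nM final) supplies unstable 1,3-BPG in-well.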
RGS4 inh – Inhibitors of Regulator of G Protein Signaling (RGS) 4: qHTS. Regulator of G-protein signaling 4 (Homo sapiens), P49798. Transcreener GDP fluorescence polarization, RGS4-accelerated GTP hydrolysis. Potency, µM (titrated, usually from 114 µM), for inactives: at the highest dose activity change, negative = inhibition, actives largely listed as inhibitors. actives 0.039% (n = 390,000); also: % is scaled to controls: 0 for no effect and ±100 for the full control effect; nearly all actives have a fitted effect of over 75% in size; some results filed as inactive show a strong effect at the top dose
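MLSMR compounds (23 nl, pin-transferred) preincubated 10 min at room temperature with a 500nM (2x) first reagent, then RGS4 at 900nM (2x) plus Transcreener GDP mix added; fluorescence polarization (620/688 nm) read before and after 90 min at 30 °C.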
12-LOX inh – Primary qHTS assay for inhibitors of human arachidonate 12S-lipoxygenase (ALOX12): Round 2; purified 12hLO, xylenol orange hydroperoxide absorbance; actives 1.1% (n = 580,000); Polyunsaturated fatty acid lipoxygenase ALOX12 (Homo sapiens), P18054; AID 1671190, 2021; Potency, µM (titrated, usually from 108 µM), without a hit: top-dose activity change, negative = inhibition, hits mostly inhibitors; also: % is scaled to controls: 0 for no effect and ±100 for the full control effect
Target sequence (P18054 whole entry, looked up): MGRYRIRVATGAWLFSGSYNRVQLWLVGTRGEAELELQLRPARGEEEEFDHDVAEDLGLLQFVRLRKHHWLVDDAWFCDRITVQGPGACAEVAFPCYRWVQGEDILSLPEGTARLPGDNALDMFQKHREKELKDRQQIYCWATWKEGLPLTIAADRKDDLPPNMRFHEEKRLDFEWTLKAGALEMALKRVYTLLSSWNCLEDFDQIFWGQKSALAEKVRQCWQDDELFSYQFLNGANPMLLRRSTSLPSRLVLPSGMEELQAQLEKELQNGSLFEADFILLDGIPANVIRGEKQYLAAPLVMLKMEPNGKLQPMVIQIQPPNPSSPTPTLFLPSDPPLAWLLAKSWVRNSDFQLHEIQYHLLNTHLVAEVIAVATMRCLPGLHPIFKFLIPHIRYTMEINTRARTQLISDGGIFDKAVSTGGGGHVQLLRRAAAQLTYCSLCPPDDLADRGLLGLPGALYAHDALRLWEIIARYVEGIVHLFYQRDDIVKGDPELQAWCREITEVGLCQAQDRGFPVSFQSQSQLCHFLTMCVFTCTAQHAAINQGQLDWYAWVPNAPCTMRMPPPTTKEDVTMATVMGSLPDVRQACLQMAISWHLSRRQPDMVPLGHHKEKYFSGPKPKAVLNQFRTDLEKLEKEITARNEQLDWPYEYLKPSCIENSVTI
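Hydroperoxide product was detected by ferrous iron/xylenol orange as the 573 to 405 nm absorbance ratio. Arachidonic acid at 40 uM (final) was turned over for 30 min at room temperature by 150 nM human 12hLO, pH 7.0 Hepes buffer, after 15 min compound preincubation.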
GLS inhibitor – qHTS for Inhibitors of Glutaminase (GLS); Glutaminase kidney isoform, mitochondrial (Homo sapiens), O94925; GLS enzymatic activity, qHTS titration; Potency, µM (series often up to 45.5 µM), for inactives: at the highest dose activity change, negative = inhibition, hits mostly inhibitors; actives 0.21% (n = 410,000); AID 624170, 2012; also: % is scaled to controls: 0 for no effect and ±100 for the full control effect
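Read-out is an Amplex red fluorescence increase coupled through glutamate oxidase and HRP, measured before and after 30 min room-temperature incubation. hKGA is in 45 mM KH2PO4 (pH 8.2) with 0.02% Tween-20; glutamine added as 1mM solution.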
Pin1 inhibitor – qHTS Assay to Find Inhibitors of Pin1. AID 504891, 2011. Peptidyl-prolyl cis-trans isomerase NIMA-interacting 1 (Homo sapiens), Q13526. Potency, µM (series often up to 115 µM), for inactives: at the highest dose activity, negative = inhibition, most hits filed as inhibitors. Pin1 FP peptide displacement, HiFluor488, 10 min. actives 0.009% (n = 390,000); active = well fitted inhibition curve with a large enough effect in the polarisation, with a control signal flat, not every such curve was filed as active; inconclusive = small, poorly fitted or top-dose-only effect, or effect the other way, or a change in a side signal; inactive = no such curve, though single readings can be large or run the other way; the % refers to the polarisation; also: % is scaled to controls: 0 for no effect and ±100 for the full control effect
Target sequence (Q13526 whole entry, looked up): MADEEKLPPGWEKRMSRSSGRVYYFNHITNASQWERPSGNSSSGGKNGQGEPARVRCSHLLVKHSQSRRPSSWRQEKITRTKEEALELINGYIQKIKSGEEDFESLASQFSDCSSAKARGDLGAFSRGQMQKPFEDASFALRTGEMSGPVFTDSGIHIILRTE
HP1b chromo inh – HTS for Inhibitors of HP1-beta Chromodomain Interactions with Methylated Histone Tails. Chromobox protein homolog 1 (Homo sapiens), P83916. AlphaScreen HP1-beta / biotin-H3K9me3 peptide binding. Potency, µM (titrated, usually from 114 µM), for the others: at the top dose activity change, negative = inhibition, usual class: inhibitors. actives 0.56% (n = 390,000). AID 540317, 2011; also: nearly all actives have a fitted effect of over 70% in size; inactives centre near 23
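Compound inhibition of the preformed complex between 50 nM HP1-beta and 50 nM biotinylated H3K9me3 peptide was read by AlphaScreen. Buffer was PBS pH 7.4 with 0.01% Tween-20. Incubations ran 30 min at room temperature, with 10 ug/mL donor/acceptor beads.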
JMJD2A Tudor inh – qHTS Assay for Inhibitors of JMJD2A-Tudor Domain; AlphaScreen JMJD2A-Tudor / H3K4me3 peptide binding; Potency, µM (highest dose often 114 µM), for the others: at the highest dose activity change, negative = inhibition, hits mostly inhibitors; actives 4.4% (n = 390,000); AID 504339, 2011; also: % is scaled to controls: 0 for no effect and ±100 for the full control effect; nearly all actives have a fitted effect of over 50% in size
ERG-DNA inh – qHTS for Small Molecule Inhibitors of the ERG Ets/DNA interaction | Transcriptional regulator ERG (Homo sapiens), P11308 | fluorescence polarization, His-ERG Ets domain / labelled DNA | Potency, µM (series often up to 76.9 µM), for inactives: top-dose FP activity, negative = inhibition, usual class: inhibitors | actives 0.028% (n = 370,000); active = well fitted inhibition curve with a large enough effect in the polarisation, with a control signal flat; inconclusive = small, poorly fitted or top-dose-only effect, or effect the other way, or a change in a side signal; inactive = no such curve, though single readings can be large or run the other way; the % refers to the polarisation;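 also: polarization taken with two DNA probes labelled with fluorescein and Texas red; % of control where 0% means no effect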
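His-tagged ERG Ets domain (1 uM in the protein solution; 300mM KCl, 50mM Tris-HCl, 1mM EDTA, 1mM DTT, pH 7.5) received compound, then a probe mix of 5 nM fluorescein-DNA and 100nM Texas-615-DNA. Fluorescence polarization was read for both dyes.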
Numbers without * were called inactive; i = inactive; u = inconclusive; x = not tested or not shown; [ ] = another dose, or the depositor's remark. Unless noted, calls follow the shape of the dose curve; as a rule, active = well fitted curve in the direction sought with a large enough effect; inconclusive = small, poorly fitted or top-dose-only effect, or another doubt; inactive = no such curve, though single readings can be large; an effect the other way counts as inactive or inconclusive. Potency is read from the fitted curve at half-maximal effect. This is a subset, so the mix of outcomes need not match the whole.

Order of values: TrxR1 inh, PGK inhibitor, RGS4 inh, 12-LOX inh, GLS inhibitor, Pin1 inhibitor, HP1b chromo inh, JMJD2A Tudor inh, ERG-DNA inh
1: CCOC(=O)CSc1nc2cc(C(=O)NCc3ccco3)ccc2c(=O)n1C1CCCCC1
  -11%, 2%, -7%, -41%, 0%, 12%, 12%, 5%, 7%
2: COc1ccc(Cl)cc1Nc1nc(C)cc(=O)[nH]1
  12%[57.1 µM], -3%, -43%, 2%, 2%, -3%, 24%, -5%, -6%
3: CCN(CC)C(=O)C1CCN(c2ncnc3c2cnn3-c2ccc(C)cc2C)CC1
  20%[57.1 µM], -6%, 14%[11.4 µM], 0%, -3%, -8%, 24%, -5%[11.4 µM], -8%
4: C=CCC1(CC=C)CCCN1C(=O)C1CCC(=O)N(CCc2ccc(Cl)cc2)C1 (stereo unspecified)
  u, -2%, -6%, 7%, 7%, 6%, 24%, -2%, -4%
5: CCN(C(=O)COn1nnc2ccc(S(=O)(=O)N(C)C)cc21)C1CCS(=O)(=O)C1 (stereo unspecified)
  22%, -10%, -15%, 74%[activator], -6%, -4%, 50%[activator], 9%, -12%
6: Cc1ccc(OCC(=O)NCCS(=O)(=O)N2CCN(c3ccccc3)CC2)cc1
  -6%, -9%, -16%, 1%, -10%, -4%, 15%, 3%, -12%
7: Cn1c(=O)c2c(nc(Oc3ccccc3Cl)n2C)n(C)c1=O
  7%, i, 9%, 0%, 8%, -4%, 17%, -18%, -17%
8: CC1CCCC(NC(=O)COC(=O)c2ccc3c(c2)OCCO3)C1C (stereo unspecified)
  13%, -5%, 1%, 287%[activator], 0%, 2%, 32%, -5%, -4%
9: NC(=O)c1c(NC(=O)CSc2nc(N)cc(=O)[nH]2)sc2c1CCCC2
  16%, i, -28%, 0%, 3%, 20%, 30%, -14%, 13%
10: COC(=O)c1[nH]c2c(c1C)C(=O)CC(c1ccc(OC)c(OC)c1)C2 (stereo unspecified)
  14%, -10%, -42%, x, -7%, -5%, 17%, -14%, 11%
11: COc1ccc(Nc2cc(C(=O)NCCCN(C)Cc3ccccc3)c3ccccc3n2)cc1OC
  12%[57.1 µM], -7%, -13%, u, 7%, 1%, -39%, u, -9%
12: CCOC(=O)CN1C(=O)C(O)(CC(=O)c2cc(OC)ccc2OC)c2ccccc21 (stereo unspecified)
  -7%, i, 2%, -5%, 13%, -9%, 31%, -15%, -6%
13: O=C(Cc1ccccc1)NC(NC(=S)Nc1cc(Cl)ccc1Cl)C(Cl)(Cl)Cl (stereo unspecified)
  -13%, 0%, -28%, 4%, -2%, 30%[activator], u, -31%, -4%
14: Cc1ccc(-n2c(C)cc(/C=N/NC(N)=S)c2C)cc1
  -14%, -5%, -48%, 45µM*, 6%, 2%, -20%, u, -12%
15: Cc1cc(=O)[nH]c2c1c(C)nn2C(C)(C)C
  27%, -1%, -12%, 136%[activator], -5%, 5%, 17%, -5%, -4%
16: CCOC(=O)N1CCN(C(=O)c2ccc3c(=O)n(-c4cc(OC)ccc4OC)c(=S)[nH]c3c2)CC1
  -15%, -1%, -7%, -3%, -1%, 3%, 44%[activator], -6%, 10%
17: CCOCCCNC(=O)CN1C(=O)CCn2nc(-c3cccn3C)cc21
  24%[57.1 µM], -8%, 12%, u, -9%, -5%, -4%[57 µM], -27%, 2%
18: O=S(=O)(c1ccc(Cl)cc1)N1CCN(c2ccc(N3CCOCC3)nn2)CC1
  6%, -3%, -14%, -2%, 2%, 1%, 33%[activator], -10%, -9%
19: Cc1ccc(C(=O)Nc2nc3ccc(S(=O)(=O)N4CCCC4)cc3s2)cc1
  8%[57.1 µM], x, 17%, -14%, -23%, 8%, 24%[57 µM], -16%, 1%
20: COc1ccc(Nc2ncccc2C(=O)O)cc1
  13%[57.1 µM], i, -27%, 4%, 33%[activator], 0%, 8%, -19%, 5%
21: COc1ccc(C2C(C(=O)NCCN(C)C)c3cc(OC)c(OC)cc3C(=O)N2C)cc1OC (stereo unspecified)
  12%[57.1 µM], -9%, -25%, 0%, 8%, 2%, 19%, -11%, -3%
22: Cc1ccc(NC(=O)COC(=O)c2ccccc2-c2nc3ccccc3s2)c(C)c1
  8%, -8%, 15%, 1%, 2%, 52%[activator], 27%, -8%, 1%
23: COc1ccc2c(c1)CC[C@@H]1[C@@H]2CC[C@]2(C)[C@@H](C(C)=O)C[C@@H]12
  1%[57.1 µM], -7%, -12%, 8%, 0%, -1%, 41%[activator], 23%, -4%
24: O=C(CN1C(=O)CC(c2ccco2)Sc2ccccc21)Nc1cccc(C(F)(F)F)c1 (stereo unspecified)
  -12%, 1%, 39%, 0%, -12%, u, 31%, -9%, -1%
25: CC(Oc1ccc(F)cc1)C(=O)N1CCN(c2ncccn2)CC1 (stereo unspecified)
  29%, -8%, 12%, i, -13%, -2%, 7%, -18%, -3%
26: CSCCC(NC(=O)COc1ccccc1)C(=O)N1CC(C)CC(C)C1 (stereo unspecified)
  12%, 0%, -21%, 11%, 1%, -3%, 19%, -26%, -5%
27: Cc1ccc(CN(C)C(=O)CCNS(=O)(=O)c2ccccc2)o1
  -31%, 6%, -5%, 2%, -4%, -5%, 28%, -8%, -3%
28: CCOC(=O)c1c(C)[nH]c(C)c1S(=O)(=O)N1CCCC(C(=O)Nc2ccccc2OCC)C1 (stereo unspecified)
  9%[57.1 µM], 1%, 12%, -23%, -11%, 0%, 34%, -19%, 1%
29: Cc1cccc(-n2ncc(C(=O)NCc3ccc4c(c3)OCO4)c2C2CCN(C(=O)OC(C)(C)C)CC2)c1
  20%, i, -3%, -3%, -4%, 2%, 6%, -32%, -2%
30: Cc1ccc(CNC(=O)c2ccc(C)s2)cc1
  16%[57.1 µM], 5%, 3%, u, 0%, 4%, 22%, 11%, 2%

31	CC12CCC(C(=O)Nc3ccccc3Br)(C/C1=N\O)C2(C)C (stereo unspecified)
32	COCCCN(C(=S)Nc1ccc(C)cc1Cl)C(C)c1ccncc1 (stereo unspecified)
33	O=C(NCCCCCNC(=O)c1ccccn1)c1ccccn1
34	CC1CC(C)CN(C(=O)C2CC(=O)N(c3ccc4c(c3)OCCO4)C2)C1 (stereo unspecified)
35	Cc1nn(C)cc1/C=C(/C#N)C(N)=O
36	CCOc1ccccc1CNC(=O)c1ccc2c(c1)N(Cc1ccc(C)cc1)CCS2
37	CCn1cnc2sc(C(=O)N(Cc3ccc(N(C)C)cc3)Cc3ccco3)c(C)c2c1=O
Compound	31	32	33	34	35	36	37
TrxR1 inh	3%	-7%	13%	12%	-4%	66%[activator]	-12%
PGK inhibitor	2%	i	i	10%	3%	x	1%
RGS4 inh	-20%	-36%	-14%	12%	-6%	21%	-19%
12-LOX inh	0%	u	1%	-7%	-5%	-28%	6%
GLS inhibitor	4%	-1%	-2%	1%	3%	-8%	38%[activator]
Pin1 inhibitor	-8%	3%	-5%	0%	3%	5%	3%
HP1b chromo inh	11%	6%	59%[activator]	35%	23%	8%	35µM*
JMJD2A Tudor inh	-7%	-28%	16%	0%	-2%	-20%	50µM*
ERG-DNA inh	-4%	-1%	-4%	2%	-1%	10%	0%

Assay outcomes deposited in PubChem BioAssay by National Center for Advancing Translational Sciences (NCATS).
